GBA enhancer = enhancers of human beta-glucosidase activity in Gaucher fibroblasts. P04062. L444P Gaucher fibroblasts, 4-MU-glucoside fluorescence, 3 days. activation, % at 10 µM. 0.44% of 30,000 active. AID 784; in the data active = activation above about 65%;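 also: 0% = vehicle wells and 100% = positive control wells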
Target sequence (P04062 whole entry L483P): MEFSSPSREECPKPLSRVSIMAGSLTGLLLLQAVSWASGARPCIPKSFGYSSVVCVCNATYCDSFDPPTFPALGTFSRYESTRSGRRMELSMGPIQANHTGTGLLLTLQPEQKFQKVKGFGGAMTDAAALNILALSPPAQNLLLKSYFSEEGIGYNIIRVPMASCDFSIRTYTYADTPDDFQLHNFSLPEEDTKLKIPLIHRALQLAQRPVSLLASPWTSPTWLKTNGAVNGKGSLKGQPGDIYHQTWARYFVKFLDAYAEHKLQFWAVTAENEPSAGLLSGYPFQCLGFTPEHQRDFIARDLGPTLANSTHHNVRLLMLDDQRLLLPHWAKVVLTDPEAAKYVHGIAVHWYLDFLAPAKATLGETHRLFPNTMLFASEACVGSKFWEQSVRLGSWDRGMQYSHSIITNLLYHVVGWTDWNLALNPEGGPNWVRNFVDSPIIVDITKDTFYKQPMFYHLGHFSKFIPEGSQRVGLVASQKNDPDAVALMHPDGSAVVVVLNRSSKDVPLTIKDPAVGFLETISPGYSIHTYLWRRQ
* = called active by the depositor. An excerpt, so the mix of outcomes need not match the whole.

SMILES	GBA enhancer
CSc1nnc(-c2sc3cc(Cl)ccc3c2Cl)n1C	-13
CS(=O)(=O)N(CC(=O)NCc1ccncc1)c1cc(Cl)cc(Cl)c1	-16
CCCn1c(SCC(=O)N2CCc3ccccc32)nnc1-c1ccco1	8
Cc1nn(-c2ccccc2)c(C)c1C(=O)OCC(=O)NC(=O)NC1CCCCC1	60
CCOCCCNC(=O)CCNS(=O)(=O)c1ccc(C)cc1	-4
CCOC(=O)COc1ccc2c(c1)C(=O)CC(C)(C)O2	-11
CCCCC(=O)NC(Nc1nc(C2CC2)cs1)(C(=O)OCC)C(F)(F)F (stereo unspecified)	-8
COc1ccc(-c2nc(N)n[nH]2)cc1OC	-52
Cn1c(=O)c2c(ncn2CC(=O)OCc2ccccc2)n(C)c1=O	-11
CCOc1ccc(S(=O)(=O)Nc2ccc(Cl)cn2)c(C)c1C	-10
CC(C)C(OC(=O)c1ccco1)C(=O)NCc1ccco1 (stereo unspecified)	-1
COc1ccc(CCNS(=O)(=O)c2ccccc2)cc1OC	-10
Cc1ccc(-c2cc(C(F)(F)F)n3ncc(C(=O)O)c3n2)cc1	7
CCCN(CCC)C1CC(=O)N(Cc2ccccc2)C1=O (stereo unspecified)	-18
CC(C)CN(CC(C)C)S(=O)(=O)N1CCC(C(=O)NCc2ccc(F)cc2)CC1	-13
COCc1cc(C)nc(SCC(=O)c2ccc(O)c(O)c2)c1C#N	-25
CCCc1ccccc1OCCNC(C)=O	-10
CCn1c(SCC(=O)N2CCN(c3ccccc3)CC2)nnc1-c1cc2cc(Cl)ccc2o1	90*
CC1=C(C)NC(=S)SC1	-7
Cc1cc(NC(=O)CCC(=O)N(c2ccccc2)C(C(=O)NC2CCCC2)c2cccs2)no1 (stereo unspecified)	-16

A draw from above in order of molar mass, descending:
SMILES	GBA enhancer
CCCCC(=O)NC(Nc1nc(C2CC2)cs1)(C(=O)OCC)C(F)(F)F (stereo unspecified)	-8
COCc1cc(C)nc(SCC(=O)c2ccc(O)c(O)c2)c1C#N	-25
Cn1c(=O)c2c(ncn2CC(=O)OCc2ccccc2)n(C)c1=O	-11

(next part)
SMILES	GBA enhancer
Cc1cccc(NC(=O)CCn2nc(C)cc2C)c1	1
O=C(COc1ccc(Cl)cc1)OCC(=O)N1CCCCCC1	-18
O=C(CCCn1c(=S)[nH]c2cc3c(cc2c1=O)OCO3)N1CCN(c2ncccn2)CC1	79*
Cc1ccc(Cn2nnc3c(=O)n(CC(=O)N4CCCCC4)cnc32)cc1	33
O=c1oc(-c2cccc(S(=O)(=O)N3CCOCC3)c2)nc2ccccc12	-19
O=C(O)c1ccc(C(=O)c2ccc3c(c2)C(=O)N(Cc2ccco2)C3=O)cc1	-5
COc1cccc(C2C(C(=O)Nc3cccnc3)=C(C)Nc3nnnn32)c1OC (stereo unspecified)	-43
O=C1CC(c2ccco2)=Nc2ccccc2N1	-14
N#Cc1c(NC(=O)c2cc(-n3cnnc3)ccc2Cl)sc2c1CCCC2	10
CC(=O)N1CCN(S(=O)(=O)c2cccc(C(=O)Nc3ccc4c(c3)CCC4)c2)CC1	-3
Cc1ccc(CCSCC(=O)O)cn1	-5
S=c1[nH]ncn1/N=C/c1ccccc1	-11
COc1ccc(S(=O)(=O)N(Cc2cccs2)C2CCCC2)cc1	-16
Cc1cc(C(=O)NCc2ccc(S(N)(=O)=O)cc2)c(C)o1	-15
CCOC(=O)N1CCN(S(=O)(=O)c2ccc(OCC(=O)OC)cc2)CC1	5
CS(=O)(=O)c1ccc2nc(NC(=O)CCC(=O)c3cccs3)sc2c1	0
COc1cc2[nH]c(=O)n(CCC(=O)NC3CCCC3)c(=O)c2cc1OC	-2
COc1ccc(-c2nnnn2C)cc1S(=O)(=O)NCc1ccccc1	5
COC(=O)c1[nH]c2ccccc2c1NS(=O)(=O)c1ccc(F)c(C)c1	-14
CNS(=O)(=O)c1cccc(C(=O)OCC(=O)Nc2ccccc2OC(F)F)c1	-6

Overlap with the part before: seven entries; new compounds follow.
SMILES	GBA enhancer
Cc1cc(C(=O)NCc2ccc(S(N)(=O)=O)cc2)c(C)o1	-15
CCOC(=O)N1CCN(S(=O)(=O)c2ccc(OCC(=O)OC)cc2)CC1	5
CS(=O)(=O)c1ccc2nc(NC(=O)CCC(=O)c3cccs3)sc2c1	0
COc1cc2[nH]c(=O)n(CCC(=O)NC3CCCC3)c(=O)c2cc1OC	-2
COc1ccc(-c2nnnn2C)cc1S(=O)(=O)NCc1ccccc1	5
COC(=O)c1[nH]c2ccccc2c1NS(=O)(=O)c1ccc(F)c(C)c1	-14
CNS(=O)(=O)c1cccc(C(=O)OCC(=O)Nc2ccccc2OC(F)F)c1	-6
O=C(Cn1c(=O)n(-c2ccccc2)c(=O)n1CC(=O)N1CCCCC1)N1CCCCC1	-15
COc1ccc(OC)c(S(=O)(=O)N2CCC(C(=O)Nc3cccc(C(F)(F)F)c3)CC2)c1	-9
CCSc1nnc(-c2ccccc2N)c(=O)[nH]1	4
CCC(C(=O)NC1CCCC1)N(C(=O)Cn1nnc(-c2ccc(C)o2)n1)C(C)(C)C (stereo unspecified)	-12
O=C(NCc1ccco1)c1ccc(CS(=O)(=O)c2cccc(C(F)(F)F)c2)o1	-9
CCOc1ccccc1N(CC(=O)NC1CCCC1)C(=O)CCC(=O)Nc1cc(C)on1	-16
CC1CCCC(NC(=O)CSc2nccn2C)C1C (stereo unspecified)	-8
CCOC(=O)CSc1nnc(CNC(=O)c2cccs2)n1CCc1ccccc1	-23
Cc1cc(Cl)cc(Br)c1OCCCCn1cncn1	-15
CCCCC(=O)N(c1ccc(OC)cc1)C1C=CS(=O)(=O)C1 (stereo unspecified)	2
Cc1cc(Cl)c2c(c1)[C@]1(C(=O)N2)[C@@H]2C(=O)N(Cc3ccccc3)C(=O)[C@@H]2[C@@H]2CCCN21	-25
Cc1cccc(NC(=O)CCN2C(=O)C3C4C=CC(C4)C3C2=O)n1 (stereo unspecified)	-31
COC(=O)Nc1ccc(C)c(NC(=O)OC)c1	-11
C#CCOC(=O)C1C2C=CC(C2)C1C(=O)O (stereo unspecified)	0
COc1ccc(C2=NO[C@@H]3C(=O)N(c4c(C)cccc4C)C(=O)[C@H]23)cc1OC	1
COc1ccc(NC(=O)CNS(=O)(=O)c2cccc3nonc23)c(OC)c1	-45
CC(=O)c1cccc(OCC(=O)c2cc(C)n(-c3cc(C)on3)c2C)c1	-16
O=C(CSc1ccc2nnc(-c3ccccc3)n2n1)NCC1CCCO1 (stereo unspecified)	16
C=CCn1c(SCC(=O)Nc2cc(C)ccc2OC)nnc1-c1ccco1	4
Cc1ncsc1C(=O)Nc1nc2c(s1)CC(C)CC2 (stereo unspecified)	-3
O=C(NCc1ccc(F)cc1)c1cc(-c2cccs2)on1	0
COC(=O)NC1CSCC1OC(=O)CCN1C(=O)c2ccccc2C1=O (stereo unspecified)	9
COC(=O)CSC1=C(C#N)C(c2sccc2C)CC(=O)N1 (stereo unspecified)	-17
Cc1csc(NC(=O)C2CCN(C(=O)CSc3nnc(C)n3Cc3ccccc3)CC2)n1	16
Cc1nc2cc(N3CCN(C)CC3)c(NC(=O)Cc3ccccc3)cc2c(=O)n1Cc1ccccc1	-3
Cc1cccc(NC(=O)c2cccs2)n1	-4
CC(C)Cn1c(SCC(=O)NC(=O)NC2CCCC2)nc2ccccc21	8
Cc1ccc(O)c(NC(=O)CCC2CCCCC2)c1	0
O=C(Nc1nc(-c2cccs2)cs1)c1cccc(S(=O)(=O)N2CCCCC2)c1	-15
CC(=O)c1cccc(S(=O)(=O)N2CCCC(c3nc(-c4ccc(C)o4)no3)C2)c1 (stereo unspecified)	4
Cn1c(SCC(=O)NC2CC2)nnc1C(F)(F)F	-11
Cc1cccc2cc(C#N)c(N3CCN(C)CC3)nc12	-8
O=C(c1ccc(Br)o1)N(c1ccc(Br)cc1)C1C=CS(=O)(=O)C1 (stereo unspecified)	-17
CC(=O)N1CCN(C(=O)Nc2cccc(C(F)(F)F)c2)CC1	8
O=S(=O)(c1cccs1)N1CCc2ccccc2C1	-19
CCn1c(SCc2ccc(C(=O)OC)o2)nc2sc3c(c2c1=O)CCCC3	4
CC1Cn2c(nc3sc4c(c3c2=O)CCC4)N1CCO (stereo unspecified)	20
COc1ccc(C(CC(=O)O)NC(=O)Cc2ccccc2)cc1 (stereo unspecified)	-3
N#Cc1c(NC(=O)CN2CCCCC2)sc2c1CCC2	-3
N#Cc1c(N)sc(=S)c2c1CCN(Cc1ccccc1)C2	-21
COc1nc(Oc2ccc(=O)n(C)n2)nc(N(C)C)n1	-4
Fc1ccc(Nc2nc(N3CCOCC3)c3ccccc3n2)cc1	-36
CC(C)(C)C1CCc2onc(C(=O)NCc3ccc(F)cc3)c2C1 (stereo unspecified)	-13
O=C(Nc1ccc2c(c1)OCO2)NC1CCN(Cc2ccccc2)CC1	-6
O=C1NC(c2ccccc2)(C(F)(F)F)C(=O)N1Cc1cccnc1 (stereo unspecified)	11
CN(Cc1ccccc1)Cc1c(F)cccc1F	-2
O=C(CN1CCN(c2ccccc2)CC1)Nc1ccc(-n2cnnn2)cc1	-33
O=C1CSC(c2ccccn2)N1c1ccccc1 (stereo unspecified)	39
O=C(C1=C(O)C(=O)N(CCc2ccccc2)C1c1cccnc1)c1ccco1 (stereo unspecified)	9
Cc1ccc(OCc2nnc(SCC(=O)NC3CCCCC3)n2C)cc1	-36
O=C(CSc1nc(-c2ccccc2)cc(=O)[nH]1)NCc1ccc2c(c1)OCO2	-7
CCCc1nc(NCc2ccco2)c(C#N)c2c1COC(C)(C)C2	-24
CCCNS(=O)(=O)c1ccc(OCC(=O)NCc2ccco2)cc1	9
O=C(NCCCCNC(=O)c1cccnc1)c1cccnc1	-4
Cn1c(=O)c2c(nc(NCc3cccnc3)n2Cc2cccc(C(F)(F)F)c2)n(C)c1=O	11
CCN(C(=O)CSc1nnnn1-c1cc(C)ccc1OC)C1CCS(=O)(=O)C1 (stereo unspecified)	-44
COc1ccccc1C(=O)Nn1cnc2ccccc2c1=O	-7
CCCc1[nH]nc2c1C(c1ccncc1)C(C#N)=C(N)O2 (stereo unspecified)	37
Cc1nnc(SCCn2c(Br)nc3c2c(=O)n(C)c(=O)n3C)s1	0
COc1ccc(CCNC(=O)c2cc3c(=O)n4cccc(C)c4nc3n(Cc3ccncc3)c2=N)cc1	-35

Carrying on.
SMILES	GBA enhancer
CCCCCOC(=O)CSc1nnc(-c2ccccc2)c(=O)[nH]1	42
CN(C1CCCCC1)S(=O)(=O)c1ccc(NC(=O)c2ccc(Br)o2)cc1	-10
CCOC(=O)Nc1ccc2c(c1)N(C(=O)CCN1CCOCC1)c1ccccc1S2=O (stereo unspecified)	-18
O=C(COC(=O)CCNS(=O)(=O)c1ccc2c(c1)OCCO2)NC1CCCc2ccccc21 (stereo unspecified)	-34
CCOC(=O)COc1ccc(S(=O)(=O)N2CCN(C(=O)OCC)CC2)cc1	-18
CCOc1ccc2[nH]c(=O)c(CN(Cc3nnnn3Cc3ccco3)C3CCCCC3)cc2c1	9
c1ccc(CCn2nnnc2CN2CCCc3ccccc32)cc1	-4
CCOc1cc(S(=O)(=O)NCc2cccs2)ccc1Cl	2
Nc1nnc(-c2cn(-c3ccccc3)nc2-c2ccccc2)o1	11
CC1=C(C(=O)OCC2CCCO2)C(c2ccc(C)o2)C2=C(CC(c3ccc(F)cc3)CC2=O)N1 (stereo unspecified)	-28
Cc1nccn1S(=O)(=O)c1ccc(Br)cc1Br	-5
COc1ccc(-c2[nH]nc3c2C(c2ccncc2)C(C#N)=C(N)O3)cc1 (stereo unspecified)	-9
O=C(NCCc1c[nH]c2ccccc12)c1ccc(-n2cnnn2)cc1	-1
O=C(Nc1c(F)cc(F)cc1Br)C1CCCO1 (stereo unspecified)	-5
CCC(=O)N1c2ccccc2NC2=C(C(=O)CCC2)C1c1cccnc1 (stereo unspecified)	-12
O=S(=O)(Nc1nc2ccccc2nc1NCCO)c1cccc(Cl)c1	1
CC(C)(C)NC(=O)Cn1nnc(-c2ccccc2Cl)n1	7
CCN1C(=O)C(O)(C2COC(C)(C)CC2=O)c2cc(Br)ccc21 (stereo unspecified)	-39
NC(=O)NC(=O)COC(=O)CCCc1c[nH]c2ccccc12	-35
Cc1ccc(N2C(=O)c3ccc(N)cc3C2=O)cc1	-14

Shown bar-delimited: 3 of the compounds above.
structure | GBA enhancer
c1ccc(CCn2nnnc2CN2CCCc3ccccc32)cc1 | -4
CC(C)(C)NC(=O)Cn1nnc(-c2ccccc2Cl)n1 | 7
O=C(Nc1c(F)cc(F)cc1Br)C1CCCO1 (stereo unspecified) | -5

The main list resumes, repeating the 2 entries before the break.
SMILES	GBA enhancer
NC(=O)NC(=O)COC(=O)CCCc1c[nH]c2ccccc12	-35
Cc1ccc(N2C(=O)c3ccc(N)cc3C2=O)cc1	-14
O=C(c1cc(Cl)ccc1Cl)N1CCN(c2ccccn2)CC1	-9
O=C(Nc1cccnc1)c1cn(-c2ccccc2)nc1-c1cccs1	-4
O=C(NC(Cc1ccccc1)C(=O)O)c1ccc(S(=O)(=O)N2CCCC2)cc1 (stereo unspecified)	1
CCN1CCc2nc(NC(=O)Cc3ccc4c(c3)OCCO4)sc2C1	-5
COc1cccc(C2CC(C(F)(F)F)n3ncc(C(=O)O)c3N2)c1 (stereo unspecified)	3
Cn1c(SCC(=O)c2ccccc2)nnc1C1CC1	11
COc1ccccc1N1CCN(C(=O)CSc2nc(-c3ccccc3)cc(=O)[nH]2)CC1	-8
COC(=O)CCN(C(=O)C1C2CC3CC(C2)CC1C3)c1ccccn1 (stereo unspecified)	-24
O=C1CCCN1CC(CN1CCOCC1)Sc1nnnn1-c1ccccc1 (stereo unspecified)	-51
CCCCN(CC)C(=O)Cc1c(C(=O)O)[nH]c2ccc(Cl)cc12	-20
CCCC(c1nnnn1C1CCCCC1)N1CCN(C2CCCC2)CC1 (stereo unspecified)	-63
O=S(=O)(NCc1ccc2c(c1)OCO2)c1cccc(S(=O)(=O)N2CCOCC2)c1	-4
COc1ccc(CNC(=O)C2COc3ccccc3O2)c(OC)c1 (stereo unspecified)	12
Cn1c(SCc2nc3ccccc3[nH]2)nnc1-c1cccs1	-16
CCOc1ccc(NC(=O)CCS(=O)(=O)c2ccc3c(c2)CCCN3C(C)=O)cc1	-6
CC1CCCN(C(=O)CSCC(=O)N=c2sc3ccccc3n2C)C1 (stereo unspecified)	-41
